Integrin act MD: integrin-mediated muscular dystrophy alleviation activation; Potency, µM (highest dose often 38.3 µM), for the others: at the highest dose activation, usual class: activators; alpha7betagal myoblasts, beta-gal FDG fluorescence, 48 h; AID 624291; 350,000 compounds, 0.064% hits; active = well fitted activation curve with a large enough effect;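 note: 100% = response of the positive control SU9516; nearly all actives have a fitted effect of over 60% in size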
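alpha7betagal+/- myoblasts (passage 13, 250/well) treated 48 h at 37C with compounds at 1:260 dilution of DMSO stock. Lysed, then beta-galactosidase activity read as FDG fluorescence (ex 480/em 540) after 30 min, with pre-read for autofluorescence.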
The depositor's hits bear a star; [ ] = remark or other dose. Potency is the fitted concentration of half-maximal effect. This is a subset (hit frequency here may not be typical).

mol | Integrin act MD
Cc1ccc([C@@H]2C[C@H]3[C@@H](CN2S(=O)(=O)c2ccc(C)cc2)C(=O)C[C@@H](c2ccc(C)cc2)N3S(=O)(=O)c2ccc(Cl)cc2)cc1 | 1%
CCN(CC)C(=O)C1=C(C)N(Cc2ccccc2)C(=O)C(CC(=O)NCC2CCCCC2)C1 (centres undefined) | -9%
CC1C(=O)N(Cc2cn(CCC3OCCCO3)nn2)CCS(=O)(=O)N1Cc1ccc(-c2ccc(Cl)c(Cl)c2)cc1 (centres undefined) | -57%[inhibitor]
O=C(c1ccccc1)c1ccsc1C(=O)c1ccccc1 | 1%
Cc1ccc(S(=O)(=O)N2C[C@]3(O)C[C@@H]4C(=O)N(c5ccccc5)C(=O)[C@@H]4C[C@]3(OC(=O)Nc3c(C)noc3C)C2)cc1 | 19%
CCCCc1cc(=O)oc2cc(OC(C)C(=O)NCCN3CCOCC3)ccc12 (centres undefined) | -3%
Nn1c(SCC(=O)NC2CCCCCC2)nnc1-c1ccco1 | 6%
O=C1NN=C2CCCCCC12 (centres undefined) | 12%
CCCOc1ccc(C(=O)Nc2ccc(N3CCOCC3)cc2N2CCOCC2)cc1OCC | -36%
C[C@H]1CN(c2ccc(Br)cc2)C(=O)[C@@H]1CC(=O)Nc1ccccc1 | -1%
Cc1ccc(OCCC(=O)NNC(=O)c2ccncc2)cc1 | 1%
CCN1CCN(C(=O)c2cc(COc3ccc(F)c(F)c3)on2)[C@@H](C)C1=O | -9%
Cc1ccccc1C(=O)NC1CC2CCCC(C1)N2CC(C)C (centres undefined) | 13%
CC(c1ccon1)N(C)C(=O)c1cccc(OC2CCN(S(C)(=O)=O)CC2)c1 (centres undefined) | -11%
CCc1ccc([C@@H]2C[C@H]3[C@@H](CN2S(=O)(=O)c2ccc(C)cc2)C(=O)C[C@@H](c2ccc(Cl)cc2)N3S(=O)(=O)c2ccccc2C)cc1 | -11%
CC#CCOCC1CN(C)C(=O)O1 (centres undefined) | 19%
O=C1CCN(CCCN2CCC(=O)NC2=S)C(=S)N1 | -12%
Cc1ccc(S(=O)(=O)N(C)CC(=O)N(C)CCOc2ccccc2)cc1 | 6%
C[C@H](CO)N1C[C@H](C)[C@H](CN(C)C(=O)Nc2ccc3c(c2)OCCO3)OCc2cnnn2CCCC1=O | 16%
CS(=O)(=O)N1CCC(C(=O)Nc2ccc(Cl)cc2Cl)CC1 | 2%
CC(=O)C1=C(O)C2(C)c3c(O)c(C)c(O)c(C(C)=O)c3OC2CC1=O (centres undefined) | 2%
COc1ccc(NC(=O)C[C@H]2C(=O)N(c3ccccc3)C[C@@H]2C)cc1 | 20%
Cc1cc(C)n2nc(C(=O)OCC(=O)NC3CCS(=O)(=O)C3)nc2n1 (centres undefined) | 1%
CCCCCCN1C[C@@H](n2cc(COC(=O)c3ccccc3)nn2)[C@H](O)C[C@@H]1c1ccc(C)cc1 | 2%
C[C@@H]1CN([C@@H](C)CO)S(=O)(=O)c2ccc(Br)cc2O[C@H]1CN(C)Cc1ccc(-c2ccccc2)cc1 | -56%[inhibitor]
COC(=O)NC1CC2C=CC1C1C=CC21 (centres undefined) | 4%
CC1CN(S(=O)(=O)c2cccc(C(=O)Nc3ccc(N4CCCCC4)cc3)c2)CC(C)O1 (centres undefined) | 2%
O=C(CCNC(=O)N1CC(=O)Nc2ccccc21)NCCc1ccc(Cl)cc1 | -4%
CC(C)(C)Cc1c(-c2ccccc2)nc2ccc(Br)cn12 | -32%
CC(=O)Nc1ccc(NC(=O)CSc2nc(=O)n(CCCN3CCOCC3)c3c2CCC3)cc1 | 6%
C[C@@H]1CN([C@@H](C)CO)C(=O)CCCn2nncc2CO[C@H]1CN(C)C(=O)Nc1cccc(Oc2ccccn2)c1 | -12%
C[C@H](O)[C@@H]1C(=O)N2CCc3c([nH]c4ccccc34)[C@@H]2C[C@@H]1N(C)C(=O)NC1CCCCC1 | -24%
O=S(=O)(N=C1C=CC(=NS(=O)(=O)c2ccccc2)c2ccccc21)c1ccccc1 | -41%
O=C(c1cc(COc2cccc(C(F)(F)F)c2)on1)N1CCCC1 | 3%
O=C(COC(=O)CNC(=O)c1ccccc1)NC12CC3CC(CC(C3)C1)C2 | 0%
COc1ccc(NC(=O)CSc2nnc3n2CCCCC3)cc1S(=O)(=O)N(C)C | -3%
O[C@H]1C[C@H](c2ccc(Cl)cc2)N(CC2CCCCC2)C[C@@H]1n1cc(-c2ccc(F)cc2)nn1 | 0%
COc1ccc(CCC(=O)O)c(C(CC(=O)O)C(=O)O)c1OS(=O)(=O)c1ccc(C)cc1 (centres undefined) | -8%
Cc1ccc(S(=O)(=O)N(C)C[C@H]2Oc3ncc(-c4ccccc4)cc3C(=O)N([C@@H](C)CO)C[C@@H]2C)cc1 | 9%
Cc1sc2ncnc(N3CCC(C(=O)N(C)CC(=O)Nc4cccc(F)c4)CC3)c2c1C | 6%
Cc1cc(C)cc(NC(=O)COC(=O)C2CC3C=CC2C3)c1 (centres undefined) | -3%
C[C@@H]1CNC(=O)c2c(C(=O)N[C@@H](Cc3c[nH]c4ccccc34)C(=O)OC(C)(C)C)ncn21 | -17%
CCOc1cc2[nH]c(=S)n(CCC(=O)NC3CCCCC3)c(=O)c2cc1OCC | 18%
COc1cc2c(=O)n(C)c3ccccc3c2cc1OC | 5%
O=S1(=O)C[C@@H](N2CCC(Cc3ccccc3)CC2)[C@H](COCc2ccccc2)N1 | 27%

3 compounds from above, ordered by count of non-hydrogen atoms, largest number first.
mol | Integrin act MD
COc1ccc(NC(=O)CSc2nnc3n2CCCCC3)cc1S(=O)(=O)N(C)C | -3%
O=C(c1cc(COc2cccc(C(F)(F)F)c2)on1)N1CCCC1 | 3%
COc1cc2c(=O)n(C)c3ccccc3c2cc1OC | 5%

(next part)
mol | Integrin act MD
Cc1cc(OCC(=O)OCC(=O)N2CCCc3ccccc32)ccc1Cl | -13%
O=C(O)C1CCN(C(=O)c2ccc(S(=O)(=O)N3CCCCCC3)cc2)CC1 | 24%
C[C@H](CO)N1C[C@H](C)[C@H](CN(C)C(=O)c2ccc(N3CCN(C)CC3)cc2)OCc2cnnn2CCCC1=O | -6%
COc1cccc(/C=C/C(=O)OCC(=O)N2c3ccccc3CC2C)c1 (centres undefined) | 0%
COc1ccccc1C(=O)NC(=O)COC(=O)c1cnccn1 | 16%
Cc1ccc(Cl)cc1NCN1C(=O)c2ccccc2C1=O | 15%
Nc1ccccc1-c1nc2ccncc2[nH]1 | 6%
COc1ccccc1C#CC1=CC(=O)C[C@H](c2ccc(F)cc2)C1 | 0%
COc1ccc(NC(=O)N(C)C[C@H]2OCc3cn(nn3)CCCC(=O)N([C@@H](C)CO)C[C@@H]2C)cc1 | 2%
CNC(=O)C[C@H]1C(=O)N(CCc2ccccc2)C[C@@H]1c1ccc(OC)cc1 | -8%
O=C(Nc1cccc([N+](=O)[O-])c1)c1ccc([N+](=O)[O-])o1 | -62%[inhibitor]
O=C(c1cccc(S(=O)(=O)N2CCOCC2)c1)N1CCN(c2ncccn2)CC1 | 26%
O=C1c2cccc3c2C2(O)c4c1cccc4C(=O)c1cccc(c12)C3=O | 21%
CC(=O)Nc1ccc(NC(=O)c2ccc(S(=O)(=O)N3CCCCCC3)cc2)cc1 | -18%
CCCN1CCN(C(=O)c2ccc(CS(=O)c3ccc(Br)cc3)o2)CC1 (centres undefined) | -13%
Cc1cccc2c(=O)n(C(=O)c3ccccc3)c(N)nc12 | 26%
COc1ccc(CN2CCC[C@]3(N[C@H](c4ccc(C)cc4)[C@@H]4C(=O)N(Cc5ccccc5)C(=O)[C@@H]43)C2=O)cc1 | 5%
Cc1ccccc1S(=O)Cc1ccc(C(=O)N2CCN(C3CCCCC3)CC2)o1 (centres undefined) | 12%
CCCN(C)C[C@@H]1OCc2cnnn2CCCC(=O)N([C@H](C)CO)C[C@H]1C | -31%
Cc1ccc(-c2cc(C(=O)NCC3(N(C)C)CCCCC3)c3ccccc3n2)o1 | -11%
COc1ccc(C(C)=O)cc1OCc1ccccc1 | -18%
COc1ccc(CC(=O)NCc2ccccc2F)cc1S(=O)(=O)N1CCOCC1 | -4%
O=[N+]([O-])c1ccc(C=NN2CCOCC2)s1 | -10%
CCOc1ccc(NC(=O)CSc2nc3ccsc3c(=O)n2CCCCC(=O)O)cc1 | 11%
O[C@@H]1CN(CC2CCCCC2)[C@@H](c2ccc(Cl)cc2)C[C@H]1n1cc(-c2ccc(F)cc2)nn1 | 2%
Cc1cc(C)cc(-n2ncc3c2CCCC3NC(=O)c2ccccc2)c1 (centres undefined) | 4%
O=C(OCc1ccccc1)N1CCC2CC1c1cc(N3CCN(S(=O)(=O)c4cccc(C(F)(F)F)c4)CC3)ccc12 (centres undefined) | -4%
CCCC1NC(=O)c2cccnc2-n2c1nc1ccc(OC)cc1c2=O (centres undefined) | -3%
CCCCN1C(=O)C(CC(=O)NCCN2CCOCC2)CC(C(=O)N2CCOCC2)=C1C (centres undefined) | 5%
C[C@@H]1CN([C@H](C)CO)C(=O)c2c(c3ccccc3n2C)-c2ccccc2CO[C@H]1CN(C)Cc1ccc(Oc2ccccc2)cc1 | -63%[inhibitor]

Part of the list above in another layout:
COc1ccc(C(C)=O)cc1OCc1ccccc1
  Integrin act MD: -18%
COc1ccc(CC(=O)NCc2ccccc2F)cc1S(=O)(=O)N1CCOCC1
  Integrin act MD: -4%
O=[N+]([O-])c1ccc(C=NN2CCOCC2)s1
  Integrin act MD: -10%

A second format for some results above:
canonical_smiles: CCCCc1cc(=O)oc2cc(OC(C)C(=O)NCCN3CCOCC3)ccc12 (centres undefined)
  Integrin act MD: -3%
canonical_smiles: Nn1c(SCC(=O)NC2CCCCCC2)nnc1-c1ccco1
  Integrin act MD: 6%
canonical_smiles: O=C1NN=C2CCCCCC12 (centres undefined)
  Integrin act MD: 12%

Later entries:
mol | Integrin act MD
c1ccc(N=C2SCCCS2)cc1 | 9%
Cc1noc(C)c1S(=O)(=O)Nc1ccc2c(c1)C(=O)N([C@@H](C)CO)C[C@H](C)[C@@H](CN(C)Cc1ccc(C(F)(F)F)cc1)OCCCC[C@H](C)O2 | 12%
C[C@@H]1CN([C@@H](C)CO)C(=O)CCCn2nncc2CO[C@@H]1CN(C)C(=O)Nc1ccc(C(F)(F)F)cc1 | 3%
CNS(=O)(=O)c1ccc(CNC[C@H]2O[C@@H](n3ccc(N)nc3=O)[C@H](O)[C@@H]2O)cc1 | 19%
C/C(COc1ccccc1)=N\NC(=O)c1nnn(-c2nonc2N)c1-c1ccc(C)cc1 | -4%
CC(C)NC(=O)N(C)C[C@H]1OCCCC[C@@H](C)Oc2ccc(NC(=O)C3CCCCC3)cc2C(=O)N([C@H](C)CO)C[C@@H]1C | -7%
COc1ncnc2c1ncn2CCCNCc1ccc(C)o1 | 1%
COc1cccc(CNC(=O)c2ccc(F)c(S(=O)(=O)N3CCCCC3)c2)c1 | 0%
CC1(C)CC(=O)C=C(c2ccc(-c3cccc(C(N)=O)c3)cc2)C1=O | 3%
CCC(C)N(C(=O)COC(=O)c1ccc(N)c([N+](=O)[O-])c1)C1CCS(=O)(=O)C1 (centres undefined) | 11%
O=[N+]([O-])c1cccc(C2Nc3ccccc3CO2)c1 (centres undefined) | -4%
O=C(CC1CC2CCC1C2)N1CCN(S(=O)(=O)c2ccc(F)cc2)CC1 (centres undefined) | 11%
Cc1ccc(-c2nc(SC(C)C(=O)NC3CC3)n[nH]2)cc1 (centres undefined) | 5%
Cc1ccc(S(=O)(=O)NN=Cc2c(O)ccc3ccccc23)cc1 | 8%
Nc1c(Br)cc(Br)c2c1[nH]c(=O)c1ccccc12 | 13%
COc1ccc(-c2ccc3c(c2)O[C@@H](CN(C)C(=O)c2ccccc2F)[C@@H](C)CN([C@@H](C)CO)S3(=O)=O)cc1 | -5%
CC1=C(C(=O)N(C)C)CC(CC(=O)NC2CC2)C(=O)N1Cc1ccccc1 (centres undefined) | -3%
C[C@@H]1CN([C@H](C)CO)C(=O)c2c(c3ccccc3n2C)-c2ccccc2CO[C@H]1CN(C)Cc1cccc(C(=O)O)c1 | 17%
CCCCN1C(=O)C(CC(=O)NCCN2CCOCC2)CC(C(=O)N(CC)CC)=C1C (centres undefined) | 2%
Cc1ccc(SCc2c(C(=O)N/N=C/c3ccc(C)o3)nnn2-c2nonc2N)cc1 | 2%
COCn1ccnc1C(=O)c1ccco1 | 21%
COc1ccccc1CNC(=O)C(=O)NCC1CCCN1S(=O)(=O)c1cc(C)ccc1C (centres undefined) | -11%
O=C(NCC1CCCO1)c1ccc(Cl)c(NS(=O)(=O)c2ccc(F)cc2)c1 (centres undefined) | -7%
CN(Cc1cnn(-c2ccccc2)c1)C(=O)c1cccc(S(=O)(=O)N(C)c2ccccc2)c1 | -30%
C[C@H]1CN([C@@H](C)CO)C(=O)CCCn2nncc2CO[C@H]1CN(C)S(C)(=O)=O | -1%
CNC(=O)C1CN(C(=O)c2cccc(S(=O)(=O)N3CCc4ccccc43)c2)c2ccccc2O1 (centres undefined) | -38%
CCN(CC)c1ccc(/C=N/NC(=O)c2nnn(-c3nonc3N)c2CN(C)C2CCCCC2)cc1 | 5%
Cc1cc(C)n(C(N)=NC(=O)c2ccccc2)n1 | 11%
O=C(COC(=O)c1ccc(S(=O)(=O)N2CCCCC2)cc1)NC1CCCCC1 | 5%
CC(=O)Nc1ccc(Cl)cc1C(=O)c1ccc[nH]1 | -11%

Source: PubChem BioAssay (National Center for Advancing Translational Sciences (NCATS))
